Screens deposited in PubChem BioAssay by Broad Institute.
RAD52 inh = RAD52 (human) annealing inhibition | AID 651710 | inhibition, % at 18.7 µM | P43351 | recombinant RAD52 DNA annealing, FRET fluorescence | actives 0.46% (n = 360,000);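 active = every replicate showing at least 50% inhibition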
RAD54 inh = blocks human RAD54 Holliday junction branch migration. FAM/BHQ fluorescence. inhibition, % at 10.4 µM. actives 0.14% (n = 360,000). AID 602329;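 active = mean normalized replicate activity at least 40 and at least half of replicates scoring 40 or more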;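 note: 0% = median of neutral control wells and 100% = median of positive control wells; inhibitors cause a drop in the FAM fluorescence signal; in these data hits start at about 50%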
Target sequence (Q92698 whole entry, looked up): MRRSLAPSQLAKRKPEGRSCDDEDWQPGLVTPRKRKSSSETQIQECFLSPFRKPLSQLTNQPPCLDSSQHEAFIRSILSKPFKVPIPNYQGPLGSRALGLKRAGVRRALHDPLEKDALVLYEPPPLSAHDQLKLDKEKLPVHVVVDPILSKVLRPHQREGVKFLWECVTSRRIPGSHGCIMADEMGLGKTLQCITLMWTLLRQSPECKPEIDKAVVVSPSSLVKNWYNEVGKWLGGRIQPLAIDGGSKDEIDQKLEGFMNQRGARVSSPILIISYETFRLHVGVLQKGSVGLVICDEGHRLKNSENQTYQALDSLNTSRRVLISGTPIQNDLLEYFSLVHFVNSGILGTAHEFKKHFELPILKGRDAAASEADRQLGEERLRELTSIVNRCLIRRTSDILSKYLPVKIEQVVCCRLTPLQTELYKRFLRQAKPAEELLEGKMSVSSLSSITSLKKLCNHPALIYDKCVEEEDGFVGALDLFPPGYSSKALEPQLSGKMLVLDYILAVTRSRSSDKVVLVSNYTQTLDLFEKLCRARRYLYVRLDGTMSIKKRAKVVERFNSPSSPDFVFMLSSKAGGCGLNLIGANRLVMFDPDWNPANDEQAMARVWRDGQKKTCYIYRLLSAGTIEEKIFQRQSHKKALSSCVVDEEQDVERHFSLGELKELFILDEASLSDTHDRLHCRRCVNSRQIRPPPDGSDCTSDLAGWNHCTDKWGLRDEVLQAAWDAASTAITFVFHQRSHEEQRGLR
esBAF inh = SWI/SNF esBAF complex inhibition | reporter increase, % at 12.5 µM | mouse ES cells, Bmi1-luciferase knock-in reporter, 24 h; 100% = twice the neutral-well signal | AID 602393 | actives 2% (n = 350,000); in the data active = activation above about 40%;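 note: 0% = median of the plate's neutral control wells and 100% = double that signal; a rise in the Bmi1 reporter signal indicates esBAF inhibition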
E-selectin induc = E-selectin induction on HUVECs | P16581 | HUVEC E-selectin immunofluorescence imaging; normalized: neutral wells 0, TNF-alpha wells 100 | activation, % at 7.58 µM | actives 0.37% (n = 260,000) | AID 686992;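 active = mean E-selectin-positive cell signal at least 10% of the positive control, reached in at least 60% of replicates, without over 20% cell loss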;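 note: in these data hits start at about 27%; measured in HUVEC primary endothelial cells; signal is the percent of cells scored E-selectin positive by PE staining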
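System: HUVEC, human umbilical vein endothelial cells; quantity: 3,000 cells/well; buffer or medium: EGM-2 medium, gelatin-coated wells; dosing: single-point compound dose; detection: immunofluorescence imaging; evaluation: % PE-positive cells; benchmarks: TNF-alpha, DMSO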
FN deposition inh = fibronectin deposition inhibition | inhibition, % at 12.6 µM | actives 0.086% (n = 350,000) | AH1F fibroblasts, Alexa488-fibronectin deposition fluorescence, overnight;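 active = mean inhibition across replicates of 30% or more, regardless of how many single replicates reach that level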;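 note: positive control wells lacked labelled fibronectin entirely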
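material = AH1F fibroblast monolayer depositing Alexa488-labelled fibronectin into matrix | amount = 10000 AH1F cells/well | buffer or medium = DMEM plus 2% serum, read in PBS | incubation = 1 h cell adhesion before compound, then overnight fibronectin incubation | detection = fluorescence at 485 nm excitation, 525 nm emission | evaluation = percent inhibition as loss of matrix-bound fibronectin fluorescence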
EWS-Fli inh = EWS/Fli transcriptional activity inhibition. inhibition, % at 12.6 µM. A673 NR0B1-luciferase reporter, viability-normalised. actives 0.67% (n = 350,000). AID 651661;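 active = mean inhibition of at least 50% after viability correction, with every replicate also passing that limit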;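 note: firefly luciferase signal divided by Alamar Blue viability fluorescence both relative to DMSO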
Xi reactivation = X-chromosome reactivation activator; XiGFP mouse fibroblasts, % GFP-positive cells imaging, 3 d; cells co-treated with 5-aza-dC sensitizer; scaled so ellipticine positive control = 100%; activation, % at 7.58 µM; actives 0.055% (n = 360,000);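 active = mean normalized replicate activation at least 10% and every replicate at or above 10%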;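 note: 0% = median of on-plate neutral control wells and 100% = ellipticine 6 µM median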
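Material: SV40-immortalized XiGFP fibroblast cells, line 68-5-11 | Buffer or medium: DMEM containing 5-aza-dC | Dosing: One concentration, pinned | Times: 3 d treatment, 15 min room-temperature fixation | Controls: Ellipticine 6 µM positive control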
S100A4 MyoIIA = inhibitors of human S100A4 binding to myosin IIA peptide. P26447. S100A4/TAMRA-MyoIIA peptide fluorescence polarization. inhibition, % at 10.7 µM. actives 0.14% (n = 360,000);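 active = mean inhibition of at least 70% across replicates, with every replicate also reaching that level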
Target sequence (P26447 whole entry, looked up): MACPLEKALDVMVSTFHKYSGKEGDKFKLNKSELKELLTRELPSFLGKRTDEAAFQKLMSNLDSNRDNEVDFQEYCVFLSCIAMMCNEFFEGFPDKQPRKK
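Assay system: human S100A4 monomer with TAMRA-labelled myosin IIA peptide / Buffer or medium: Calcium-containing HEPES buffer, pH 7.2 / Reagent: TAMRA-labelled myosin IIA heavy-chain peptide probe, 5 nM / Compound: one dose per compound / Timing: polarization read 5 min after assay mix addition, stable 5–60 min / Benchmarks: neutral control DMSO, positive control TFP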
The depositor's hits bear a star. Not a hit list; overall some 3% were active at least once.

O=C(COC(=O)c1ccccn1)NCc1cccs1 was read as RAD52 inh -11.9, RAD54 inh -3.2, esBAF inh 2.1, E-selectin induc -0.2, EWS-Fli inh 1.3, Xi reactivation 0.0 and S100A4 MyoIIA 4.1.
Screening O=C(NNS(=O)(=O)c1ccc(Cl)cc1)c1ccc(S(=O)(=O)N2CCCCC2)cc1 returned RAD52 inh 9.7, RAD54 inh -9.3, esBAF inh -1.0, E-selectin induc -0.1, FN deposition inh 2.4, EWS-Fli inh -2.1, Xi reactivation -0.2 and S100A4 MyoIIA -4.9.
`Cc1ccc(NC(=O)c2ncn(CCCN3CCN(c4ncccn4)CC3)n2)cc1C` gave RAD52 inh -11.4, RAD54 inh -5.8, esBAF inh 4.7, E-selectin induc 0.6, FN deposition inh 0.9, EWS-Fli inh -2.7, Xi reactivation 0.7 and S100A4 MyoIIA 6.6.
Screening COc1cccc(/C=C/C(=O)Nc2cccc(C(C)=O)c2)c1OC returned RAD52 inh 4.8, FN deposition inh -14.5, EWS-Fli inh -71.9, Xi reactivation 0.0 and S100A4 MyoIIA -1.7.
`Cc1cc2c(cc1S(=O)(=O)N1CCN(c3ccccc3)CC1)OCCN2C` gave RAD52 inh -6.3, RAD54 inh 5.6, esBAF inh -4.6, FN deposition inh 0.3, EWS-Fli inh 12.7, Xi reactivation 0.0 and S100A4 MyoIIA 1.7.
For COc1ccc(-c2csc3ncnc(NCCO)c23)cc1 the results were RAD52 inh -5.3, RAD54 inh -6.8, esBAF inh -15.6, FN deposition inh -10.0, EWS-Fli inh -1.6, Xi reactivation 0.1 and S100A4 MyoIIA -13.4.
For CC1CCC(NC(=O)C2CCC(CNS(=O)(=O)c3ccccc3)CC2)CC1 (stereo not given) the results were RAD52 inh 6.1, RAD54 inh 1.5, esBAF inh 17.4, E-selectin induc 0.0, FN deposition inh -1.9, EWS-Fli inh 4.1, Xi reactivation 0.5 and S100A4 MyoIIA -2.9.
CCC(=O)N(CCC(c1ccc(C)cc1)c1ccco1)Cc1ccco1 (stereo not given) was read as RAD52 inh -40.5, RAD54 inh 1.6, esBAF inh -6.0, E-selectin induc 1.2, FN deposition inh -6.2, EWS-Fli inh -2.6, Xi reactivation 0.0 and S100A4 MyoIIA -3.8.
CC(C)c1nc2ccccc2n1CC(O)COC1CCCCC1 (stereo not given) was read as RAD52 inh -1.3, RAD54 inh -8.5, esBAF inh -5.4, E-selectin induc 5.8, FN deposition inh -4.5, EWS-Fli inh -1.5, Xi reactivation 0.0 and S100A4 MyoIIA -17.3.
O=C(CCC(=O)N1CCN(Cc2ccc(F)cc2)CC1)Nc1nnc(C2CCCCC2)s1 was read as RAD52 inh 0.4, RAD54 inh -0.7, esBAF inh -0.8, FN deposition inh 6.6, Xi reactivation 0.0 and S100A4 MyoIIA -2.8.
For C=CCN(CC=C)Cc1c(C)[nH]c2ccc(C(=O)OCC)cc2c1=O the results were RAD52 inh -13.7, RAD54 inh -1.2, esBAF inh 2.1, EWS-Fli inh -1.5 and S100A4 MyoIIA -1.9.
Screening C[C@@H]1CN([C@@H](C)CO)C(=O)c2cc(NC(=O)Nc3ccc(F)cc3)ccc2O[C@@H](C)CCCCO[C@@H]1CN(C)C(=O)Cc1ccccc1 returned RAD52 inh 0.9, RAD54 inh -2.8, esBAF inh -9.3, E-selectin induc 0.0, EWS-Fli inh -12.1, Xi reactivation -1.1 and S100A4 MyoIIA 3.9.
COC(=O)C1=C(C)N(C)C(=NCc2ccc(OC)cc2)NC1c1cccc(C(F)(F)F)c1 (stereo not given) was read as RAD52 inh -5.9, E-selectin induc 1.5, FN deposition inh 10.0, EWS-Fli inh 3.2, Xi reactivation 0.1 and S100A4 MyoIIA 0.8.
`COc1cccc(S(=O)(=O)N[C@H]2CC[C@H](CCn3cc(-c4ccccn4)nn3)O[C@@H]2CO)c1` gave RAD52 inh 0.5, RAD54 inh 4.7, esBAF inh 0.2, E-selectin induc -0.1, EWS-Fli inh -1.3, Xi reactivation 0.4 and S100A4 MyoIIA 15.7.
`Clc1ccc(C2=NN(c3ccccc3)C(c3ccco3)C2)cc1` (stereo not given) gave RAD52 inh -16.6, RAD54 inh -10.7, E-selectin induc 0.0, FN deposition inh -2.1, EWS-Fli inh -15.0, Xi reactivation -0.1 and S100A4 MyoIIA -6.7.
Screening Cc1cccc(N2CCN(S(=O)(=O)c3ccc4[nH]c(=O)ccc4c3)CC2)c1C returned RAD52 inh -13.2, RAD54 inh -18.9, esBAF inh 1.9, E-selectin induc -0.9, FN deposition inh -0.8, EWS-Fli inh 12.8, Xi reactivation 0.1 and S100A4 MyoIIA -0.9.
For COc1cc(-c2cnc3c(NC=O)cc(-c4cccc(NC(C)=O)c4)cn23)cc(OC)c1OC the results were RAD52 inh -14.8, RAD54 inh 1.1, esBAF inh -19.6, FN deposition inh -7.3, EWS-Fli inh 62.1*, Xi reactivation 0.1 and S100A4 MyoIIA -4.5.
C[C@@H]1CN([C@H](C)CO)S(=O)(=O)c2ccc(C#CC3CC3)cc2O[C@H]1CN(C)C(=O)c1cnccn1 was read as RAD52 inh 10.8, RAD54 inh 4.8, esBAF inh 7.7, E-selectin induc -0.2, EWS-Fli inh 0.4, Xi reactivation 0.2 and S100A4 MyoIIA 3.3.
`CSc1ncnc2[nH]ncc12` gave RAD52 inh -8.2, esBAF inh 2.9, E-selectin induc 3.7, EWS-Fli inh 2.8, Xi reactivation 0.0 and S100A4 MyoIIA 0.6.
`CO[C@H]1CN(C)C(=O)c2cc(NC(C)=O)ccc2OC[C@@H](C)N(C(=O)CN2CCOCC2)C[C@@H]1C` gave RAD52 inh 5.3, RAD54 inh 7.6, esBAF inh -3.2, E-selectin induc 0.0, FN deposition inh -5.3, EWS-Fli inh 14.1, Xi reactivation 0.0 and S100A4 MyoIIA -2.7.
COc1ccc(C(=O)CC(C(=O)O)c2ccc(OC)c(OC)c2)cc1OC (stereo not given) was read as RAD52 inh -9.8, RAD54 inh -2.3, esBAF inh -0.1, E-selectin induc -1.6, FN deposition inh 0.4, EWS-Fli inh 1.8, Xi reactivation -0.1 and S100A4 MyoIIA -5.9.
For O=C(CNS(=O)(=O)c1ccccc1)OCC(=O)c1ccc(Br)cc1 the results were RAD52 inh -8.8, RAD54 inh -4.9, esBAF inh -3.1, FN deposition inh 3.7, EWS-Fli inh -3.4, Xi reactivation 0.3 and S100A4 MyoIIA -0.5.
CC(NC(=O)COC(=O)CCN1C(=O)C2CC=CCC2C1=O)c1ccc(Br)cc1 (stereo not given) was read as RAD52 inh -11.9, RAD54 inh 15.7, esBAF inh -3.0, FN deposition inh -2.5, EWS-Fli inh -1.1, Xi reactivation -0.1 and S100A4 MyoIIA -8.3.
COc1ccc(NC(=O)NN2CCN(C)CC2)cc1OC was read as RAD52 inh -7.4, RAD54 inh 9.1, E-selectin induc 0.1, EWS-Fli inh -5.6, Xi reactivation 0.3 and S100A4 MyoIIA -0.1.
`CCN1c2ccccc2S(=O)(=O)c2ccccc21` gave RAD52 inh -13.0, RAD54 inh 2.6, esBAF inh -0.8, FN deposition inh 2.0, EWS-Fli inh 3.1, Xi reactivation 0.2 and S100A4 MyoIIA 1.5.
NC(=O)c1ccc(OCC(F)(F)C(F)(F)C(F)(F)C(F)(F)C(F)(F)C(F)F)cc1 was read as RAD52 inh -2.4, RAD54 inh -1.0, esBAF inh 3.3, EWS-Fli inh -18.4 and S100A4 MyoIIA -4.4.
`COc1ccc(-n2nc3c(=O)[nH][nH]c3cc2=O)cc1` gave RAD52 inh -13.6, RAD54 inh 0.9, esBAF inh -2.6, EWS-Fli inh -4.2, Xi reactivation 0.1 and S100A4 MyoIIA -2.4.
For O=C(CN1CCCC1)Nc1sc2c(c1C(=O)Nc1ccc(Br)cc1)CCC2 the results were RAD52 inh -35.9, RAD54 inh -14.8, esBAF inh -10.5, E-selectin induc -0.1, FN deposition inh -1.8, EWS-Fli inh 13.0, Xi reactivation 0.0 and S100A4 MyoIIA -16.3.
Screening Cc1ccc(/C=C2\CC(C)CC3=C2NC(=S)NC3c2ccc(C)cc2)cc1 (stereo not given) returned RAD52 inh -5.5, E-selectin induc 1.7, FN deposition inh -9.7, EWS-Fli inh -11.9, Xi reactivation 0.0 and S100A4 MyoIIA -5.6.
`Cc1noc(C)c1NC(=O)Nc1ccc2c(c1)C(=O)N([C@@H](C)CO)C[C@@H](C)[C@@H](CN(C)Cc1ccc(Cl)c(Cl)c1)O2` gave esBAF inh -2.2, E-selectin induc -6.5, EWS-Fli inh -2.1 and Xi reactivation -0.1.
`Cc1c(CN2CCCC(CO)(Cc3cccc(Cl)c3)C2)cnn1C` (stereo not given) gave RAD52 inh -4.3, RAD54 inh 7.6, esBAF inh 3.5, E-selectin induc 0.4, FN deposition inh -4.3, EWS-Fli inh 0.1, Xi reactivation -0.1 and S100A4 MyoIIA -8.7.
For CCCn1c(COc2ccc(C(=O)O)cc2)nc2ccccc21 the results were RAD52 inh -9.9, RAD54 inh -6.4, esBAF inh -5.6, E-selectin induc 2.2, FN deposition inh -0.4, EWS-Fli inh 6.0, Xi reactivation 0.0 and S100A4 MyoIIA 5.7.
`COc1ccc(C#Cc2ccc3c(c2)[C@H]2[C@H](CCN2C(=O)C2CC2)[C@@H](CO)N3)cc1` gave RAD52 inh 16.8, RAD54 inh 4.3, esBAF inh -0.9, E-selectin induc 0.4, FN deposition inh 2.5, EWS-Fli inh -4.9, Xi reactivation 0.1 and S100A4 MyoIIA -8.5.
`Cc1[nH]nc2c1C(c1ccc(F)cc1)N(Cc1ccccc1)C2=O` (stereo not given) gave RAD52 inh 6.5, E-selectin induc 0.1, FN deposition inh 2.2, EWS-Fli inh -5.6, Xi reactivation 0.3 and S100A4 MyoIIA 1.4.
For COCCNC(=O)C[C@@H]1CC[C@H]2[C@H](COc3ccc(NC(=O)c4cc(C)on4)cc3C(=O)N2C)O1 the results were RAD52 inh -3.1, RAD54 inh 0.1, esBAF inh -1.9, E-selectin induc 0.0, FN deposition inh -1.6, EWS-Fli inh -0.1, Xi reactivation 0.0 and S100A4 MyoIIA 0.6.
C[C@H](CO)N1C[C@H](C)[C@H](CN(C)C(=O)Nc2ccccc2)Oc2ncc(C3=CCCCC3)cc2C1=O was read as RAD52 inh 5.7, RAD54 inh 2.4, esBAF inh -2.3, E-selectin induc 0.1, FN deposition inh -7.5, EWS-Fli inh 0.7, Xi reactivation -0.1 and S100A4 MyoIIA -2.7.
Screening O=C(NC(=S)Nc1nc(-c2cccc([N+](=O)[O-])c2)cs1)c1ccccc1Cl returned RAD52 inh -20.4, E-selectin induc 0.4, FN deposition inh -2.0, EWS-Fli inh -9.2, Xi reactivation -0.1 and S100A4 MyoIIA -13.1.
Cc1ccc(NC(=O)CN(C)C2CCCCC2)cc1Br was read as RAD52 inh -6.3, RAD54 inh 3.1, esBAF inh -0.7, E-selectin induc 0.2, FN deposition inh 2.3, EWS-Fli inh 5.5, Xi reactivation 0.0 and S100A4 MyoIIA -3.5.
